CHRM4 antagonist = antagonists of human muscarinic M4 receptor (CHRM4); P08173; CHO-hM4 cells, ACh EC80, Fluo-8 calcium fluorescence; inhibition, % at 3 µM; 360,000 compounds, 0.73% hits; AID 624125;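 active = inhibition above its plate's cutoff, the mean inhibition of sample wells plus 3 SD, cut at about 27% in these data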;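 note: 0% = acetylcholine EC80 with DMSO and 100% = DMSO without agonist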
Target sequence (P08173 whole entry, looked up): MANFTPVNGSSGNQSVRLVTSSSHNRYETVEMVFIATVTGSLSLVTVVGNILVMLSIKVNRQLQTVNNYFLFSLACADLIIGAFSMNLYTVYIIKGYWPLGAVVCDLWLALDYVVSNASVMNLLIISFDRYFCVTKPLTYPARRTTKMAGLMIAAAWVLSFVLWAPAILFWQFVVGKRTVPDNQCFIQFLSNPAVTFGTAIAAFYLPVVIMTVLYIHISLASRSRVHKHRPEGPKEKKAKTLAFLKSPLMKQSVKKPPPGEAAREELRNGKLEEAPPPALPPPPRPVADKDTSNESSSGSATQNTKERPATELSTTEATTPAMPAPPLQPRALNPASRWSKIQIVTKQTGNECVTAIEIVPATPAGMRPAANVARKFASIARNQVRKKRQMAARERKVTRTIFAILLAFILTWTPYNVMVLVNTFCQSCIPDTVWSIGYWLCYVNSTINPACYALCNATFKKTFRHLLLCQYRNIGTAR
CHRM5 agonist = CHRM5 agonism in calcium assay | P08912 | CHO-K1 hM5 cells, Fluo-8 calcium fluorescence; 0% DMSO wells, 100% maximal acetylcholine response | activation, % at 3 µM | 360,000 compounds, 0.19% hits | AID 624037;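 active = activation above the run's mean over test compounds plus 3 SD, cut at about 23% in these data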;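 note: signal is peak over basal fluorescence ratio across the kinetic read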
Target sequence (P08912 whole entry, looked up): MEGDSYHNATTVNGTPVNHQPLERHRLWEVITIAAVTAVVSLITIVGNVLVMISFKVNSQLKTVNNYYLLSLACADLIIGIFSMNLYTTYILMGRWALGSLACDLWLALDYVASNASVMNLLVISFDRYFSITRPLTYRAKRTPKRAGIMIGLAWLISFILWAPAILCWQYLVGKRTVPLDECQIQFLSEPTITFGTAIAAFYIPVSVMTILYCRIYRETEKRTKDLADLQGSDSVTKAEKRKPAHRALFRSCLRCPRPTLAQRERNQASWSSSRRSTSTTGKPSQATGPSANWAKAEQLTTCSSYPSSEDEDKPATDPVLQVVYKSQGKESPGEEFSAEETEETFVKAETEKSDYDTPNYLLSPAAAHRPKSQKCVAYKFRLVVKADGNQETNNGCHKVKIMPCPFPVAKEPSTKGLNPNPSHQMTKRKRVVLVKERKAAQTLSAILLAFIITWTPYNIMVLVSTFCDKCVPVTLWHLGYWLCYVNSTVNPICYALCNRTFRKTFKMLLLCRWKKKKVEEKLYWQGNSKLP
M5 antag = blocks acetylcholine activation of human M5 receptor; P08912; CHO-hM5 cells, Fluo-8 calcium fluorescence, ACh EC80; inhibition, % at 3 µM; 360,000 compounds, 0.59% hits;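 active = inhibition above a per-plate cutoff, the mean of that plate's test compounds plus 3 SD, cut at about 27% in these data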;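 note: 0% = acetylcholine EC80 with DMSO and 100% = DMSO without agonist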
CHO-K1 Ca ag = M1 agonist counterscreen hit in parental CHO-K1 cells. Fluo-8 calcium fluorescence; scaled to maximal ATP response, vehicle zero. activation, % at 3 µM. 360,000 compounds, 0.48% hits; in the data active = activation above about 15%;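 note: untransfected CHO-K1 host cells lacking M1 receptor as counterscreen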
CHRM4 PAM = potentiates acetylcholine response at human M4 receptor | AID 624126 | CHO-K1 hM4/Gqi5, Fluo-8 calcium fluorescence, ACh EC20; 0% = ACh EC20, 100% = maximal ACh | P08173 | activation, % at 3 µM | 360,000 compounds, 0.4% hits;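 active = activation above its plate's cutoff, the mean activation of sample wells plus 3 SD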; note: some results filed as inactive read as strong as hits
CHRM5 PAM = positive allosteric modulators of human muscarinic M5 receptor; P08912; CHO-K1 hM5, Fluo-8 calcium, ACh EC20 PAM; 0% = ACh EC20, 100% = ACh EC100; 360,000 compounds, 0.3% hits; AID 624038; activation, % at 3 µM;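 active = activation above the run cutoff, the mean activation of all test compounds plus 3 SD, cut at about 18% in these data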
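system = human M5 receptor in CHO-K1 cells | reagent = EC20 acetylcholine as agonist stimulus | compound dosing = single-point, 3 µM nominal | incubation = Fluo-8 loading 80 min at 37 °C plus 30 min room temperature | detection = Fluo-8 calcium dye fluorescence, kinetic read | benchmarks = low control EC20 acetylcholine (0%), high control EC100 acetylcholine (100%)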
CHO-K1 Ca antag = counter-screen for M1 antagonists: effect in parental CHO-K1 cells; AID 602250; inhibition, % at 3 µM; 360,000 compounds, 0.6% hits; ATP-induced calcium, Fluo-8 fluorescence;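 active = inhibition above a per-plate cutoff, the plate's mean sample inhibition plus 3 SD, cut at about 24% in these data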;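 note: 0% = DMSO plus EC80 ATP and 100% = DMSO alone without ATP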
M4 ag = CHRM4 agonism in calcium assay; P08173; activation, % at 3 µM; 360,000 compounds, 0.14% hits; CHO-K1 hM4/Gqi5, Fluo-8 calcium fluorescence; vehicle 0%, full acetylcholine response 100%; AID 624127;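 active = activation above the run mean over all test wells plus 3 SD, cut at about 32% in these data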;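 note: peak over basal fluorescence ratio per well then scaled between controls; 0% = DMSO wells and 100% = acetylcholine at EC100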
CHO-K1 Ca PAM = M1 PAM counterscreen hit in parental CHO-K1 cells. ATP EC20, Fluo-8 calcium fluorescence; 0% at ATP EC20, 100% at ATP max. activation, % at 3 µM. 360,000 compounds, 0.02% hits. AID 602247;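 active = activation above the run cutoff, the mean activation of all test compounds plus 3 SD, cut at about 40% in these data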;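 note: peak over basal fluorescence ratio in a 140 s read after ATP addition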
* = called active by the depositor.

SMILES | CHRM4 antagonist | CHRM5 agonist | M5 antag | CHO-K1 Ca ag | CHRM4 PAM | CHRM5 PAM | CHO-K1 Ca antag | M4 ag | CHO-K1 Ca PAM
O=C(NC1CCc2ccccc21)C1CCN(S(=O)(=O)c2ccc(Cl)cc2)CC1 (centres undefined) | -4 | -1 | -3 | 2.9 | -11 | -3 | 1 | 4 | 8
O=S(=O)(NCc1ccc(F)cc1)c1cccc(S(=O)(=O)N2CCOCC2)c1 | -1 | 5 | 6 | 3.2 | 1 | -3 | -11 | 5 | 9
COc1ccccc1NC(C#N)c1ccccc1OCc1ccccc1 (centres undefined) | -10 | -5 | 0 | -0.2 | 4 | -1 | -9 | 0 | 7
CCCc1cc(=O)[nH]c(SC(C)C(=O)Nc2ccc3c(c2)OCCO3)n1 (centres undefined) | 2 | 5 | 0 | 0.4 | 2 | 3 | -2 | 2 | 16
Cn1c(SCC(=O)N/N=C/c2cccnc2)nnc1-c1ccccc1 | 13 | -1 | 16 | -0.6 | -4 | 2 | 11 | 1 | -17
COCCN1C(=O)C(=O)/C(=C(/O)c2cccc(OC)c2)C1c1ccncc1 (centres undefined) | 1 | 0 | 9 | -0.1 | 0 | -2 | 4 | 0 | -3
CC(C(=O)O)N1C(=O)c2ccccc2C1=O (centres undefined) | 4 | -1 | 3 | 0.2 | 1 | -1 | 0 | 0 | 9
c1ccc(CCn2nnnc2C(c2cccnc2)N2CCN(c3nc4ccccc4s3)CC2)cc1 (centres undefined) | 6 | 3 | 5 | 7.4 | -10 | -7 | -23 | 17 | 21
COc1ccc(NC(=O)CSc2nc3ccccc3c(=O)n2CCCO)cn1 | 0 | 2 | 15 | 0.6 | 8 | -5 | 5 | 3 | -19
O=C(C1CCN(S(=O)(=O)c2ccc(Br)s2)CC1)N1CCc2ccccc21 | 0 | 0 | 7 | 3.8 | 9 | -13 | -4 | 6 | 1
Cc1ccc(C(C2=C(O)CC(C)(C)CC2=O)C2C(=O)CC(C)(C)CC2=O)s1 (centres undefined) | 3 | -7 | 0 | -0.1 | 8 | 11 | 4 | 0 | -10
COc1ccc(NC(=O)CN2C(=O)NC(c3ccccc3)(c3ccccc3)C2=O)cc1OC | -3 | 0 | 2 | 3.3 | -7 | 3 | -12 | 11 | 3
OCCN1CCN(c2nccn3ccnc23)CC1 | -4 | 1 | -1 | 0.3 | -4 | -3 | 2 | 0 | 3
COc1ccc(OC)c(NC(=O)CSc2nnc(-c3ccncc3)s2)c1 | 1 | -2 | 11 | 1.1 | 4 | -5 | -15 | 2 | 14
COC(=O)Cc1c(C)nc2nc(Cc3ccccc3)[nH]n2c1=O | -4 | -1 | 7 | 0.1 | 6 | 6 | -8 | 0 | -3
CCCOc1ccccc1N/C(N)=N/c1nc(C)cc(C)n1 | 0 | -3 | 2 | 0.3 | -3 | 1 | 0 | 0 | -2
CCOC(=O)C1CCCN(c2nc3ccccc3nc2NS(=O)(=O)c2ccc(C)cc2)C1 (centres undefined) | -5 | -1 | 10 | 2.4 | 1 | -3 | -19 | 3 | 18
Cc1ccc(-c2cc(-c3n[nH]c(=S)n3C)c3ccccc3n2)cc1 | -3 | -5 | -4 | -1.1 | -1 | -1 | -3 | -1 | -9
CCOC(=O)c1c(OCCO)nn(-c2ccccc2)c1N | -5 | -4 | 9 | -0.4 | 10 | 3 | 5 | 1 | -10
O=C(COc1ccccc1)Nc1ccccc1Cl | -1 | -3 | -1 | -0.2 | -4 | -3 | -4 | 0 | 20
Cc1cc(CNC(=O)c2cc(COc3ccc(F)c(F)c3)on2)nn1C | -5 | -2 | 6 | 3.2 | 2 | -5 | -8 | 3 | 11
CCN(CC)CCCn1c2c(c(SCC(=O)Nc3nccs3)nc1=O)CCC2 | -6 | -6 | -8 | 1.2 | 1 | 9 | 3 | 0 | 14
CC(C)(C)NC(=O)CSc1nnc(-c2ccco2)n1Cc1ccco1 | -1 | 0 | -12 | 0.2 | 3 | 6 | -21 | 1 | 10
CCN(CC)S(=O)(=O)c1ccc(N2CCOCC2)c(NC(=O)COc2ccccc2)c1 | -3 | -4 | 12 | 0.7 | -4 | -4 | -9 | 5 | 21
O=C(Nc1ccon1)c1ccc(Cl)c(S(=O)(=O)N2CCCCC2)c1 | 7 | -3 | 11 | 0.9 | 12 | 0 | -9 | 3 | 8

Later entries:
SMILES | CHRM4 antagonist | CHRM5 agonist | M5 antag | CHO-K1 Ca ag | CHRM4 PAM | CHRM5 PAM | CHO-K1 Ca antag | M4 ag | CHO-K1 Ca PAM
COCCN(CC(=O)Nc1cccc(C)c1C)C(=O)c1ccc(-n2cccn2)cc1 | 0 | 2 | 8 | 0.1 | -1 | 1 | 3 | 1 | -13
CC1(C)CC(CC(=O)O)CC(C)(C)N1 | 0 | 3 | -1 | 0.2 | -6 | 5 | 9 | 1 | -12
Cc1ccc(OCCC(=O)OCC(=O)NNC(=O)c2ccccc2)cc1 | -7 | 0 | 6 | 0.2 | 9 | -1 | -9 | 1 | 11
CC(C)(C)NC(=O)C(c1ccncc1)N(C(=O)Cn1nnc(-c2cccs2)n1)C1CCCCC1 (centres undefined) | 7 | -9 | 8 | 1.8 | -4 | 3 | -12 | 0 | 10
CCc1c(C)nc2[nH]nc(NC(=O)C(F)(F)F)n2c1=O | 0 | 1 | -3 | 0.4 | 0 | 4 | -26 | 0 | 14
CCCNC(=O)c1cccc(S(=O)(=O)N2CC3(C)CC2CC(C)(C)C3)c1 (centres undefined) | -5 | -3 | 3 | 1.4 | 1 | -2 | -12 | 2 | 7
CN1/C(=C\C(=O)Nc2cccc(Cl)c2)C(C)(C)c2ccccc21 | -6 | -3 | 14 | 4.2 | -10 | -5 | 8 | 4 | 14
COC(=O)c1c(C)oc(C)c1S(=O)(=O)NCc1ccc(OC)cc1 | -17 | 2 | -12 | -0.1 | -2 | 9 | 14 | 2 | -2
c1ccc(CCc2nc(-c3ccccc3)no2)cc1 | 1 | -5 | -4 | 0.1 | 8 | -1 | 22 | -1 | -8
Cc1ccc(C(=O)NCCSc2ccc(Cl)cc2)cc1[N+](=O)[O-] | 3 | -9 | 1 | 2.1 | -15 | -14 | 8 | 8 | -5
Cn1c(Br)nc2c1c(=O)n(CC(O)COc1ccccc1)c(=O)n2C (centres undefined) | 1 | 0 | 3 | 1.2 | -4 | -8 | 10 | 34* | -6
Cc1cc([N+](=O)[O-])ccc1NC(=O)CSc1nncn1-c1ccccn1 | -5 | -1 | -8 | 1.2 | 5 | 8 | -8 | 1 | 1
CCCCNC(=O)c1ccc(CNS(=O)(=O)c2ccc(Br)cc2)cc1 | -5 | -2 | 4 | 3.5 | -3 | 3 | -15 | 2 | 14
C[C@H]1C=CC(=O)O[C@H]1c1ccccc1 | -3 | 2 | 4 | 0.1 | 22 | 2 | -19 | 2 | 8
Cc1ccccc1CN1CCN(Cc2ccccc2C(F)(F)F)CC1 | -1 | -3 | -5 | -1.0 | -4 | -3 | -14 | -1 | 5
CCOc1cc(/C=C2\NC(=S)N(c3c(C)n(C)n(-c4ccccc4)c3=O)C2=O)ccc1O | 4 | 2 | 0 | 2.1 | -3 | 1 | -4 | 2 | 14
Cc1ccc(OCC(O)CNS(=O)(=O)c2ccccc2C(=O)O)cc1 (centres undefined) | -3 | -4 | -7 | 0.1 | 1 | 14 | 0 | 0 | 11
Oc1ccc(Br)cc1/C=N/Nc1ccccn1 | 4 | -2 | 2 | 0.9 | -5 | -9 | -8 | 4 | -3
FC(F)(F)c1ccc(NC2=NCCC2)cc1 | -10 | -5 | 2 | 1.5 | 9 | -11 | -3 | 4 | 2
Cc1ccc(Oc2nnc(-c3ccc(C)cc3)c3ccccc23)cc1 | -1 | 0 | 10 | -0.4 | 5 | -1 | 6 | -1 | 10
CCOC(=O)CNS(=O)(=O)c1ccc(C(=O)O)cc1 | -1 | 0 | -11 | 0.5 | 0 | 10 | -2 | 1 | 14
S=C(NCCc1ccncc1)Nc1cccc2ccccc12 | 14 | -2 | 12 | -0.1 | -10 | -2 | 27* | 1 | -18
C[C@H](NC(=O)OC(C)(C)C)c1nnc(SCC(=O)Nc2ccc(Br)cc2)o1 | 6 | 6 | 1 | 2.9 | 0 | -8 | 15 | 11 | 14
Cc1ccc(S(=O)(=O)N2CCC[C@H]2C(=O)OCCN2C(=O)c3ccccc3C2=O)cc1 | 2 | 0 | 3 | 1.9 | -4 | 0 | -13 | 5 | 4
CC(=O)N1CCN(C(=O)c2cc3c(s2)CCC(C)C3)CC1 (centres undefined) | -23 | -3 | -4 | 0.0 | 6 | 1 | -6 | 2 | 18

Further entries.
SMILES | CHRM4 antagonist | CHRM5 agonist | M5 antag | CHO-K1 Ca ag | CHRM4 PAM | CHRM5 PAM | CHO-K1 Ca antag | M4 ag | CHO-K1 Ca PAM
CCOC(=O)C1CCCCN1C(=O)c1oc2c(Cl)cc(C)cc2c1C (centres undefined) | -12 | -6 | -4 | -0.1 | -4 | -2 | -18 | 0 | 14
O=C(NCC(=O)N1CCN(Cc2c(F)cccc2Cl)CC1)c1cccs1 | 6 | 1 | 8 | 0.2 | 3 | 3 | 2 | 1 | 7
O=C(N/N=C/C=C/c1ccccc1)C(O)c1ccccc1 (centres undefined) | 5 | 2 | -12 | 0.8 | -1 | 5 | -2 | 0 | 15
CCCCc1cc(=O)oc2cc(C)cc(OCC(=O)N3CCC(C(N)=O)CC3)c12 | -2 | 2 | 0 | -0.2 | 3 | 2 | 4 | 1 | 2
Cn1cc(S(=O)(=O)NCC2CCCO2)c(=O)n(C)c1=O (centres undefined) | 8 | 1 | 5 | 0.6 | 2 | 0 | -10 | 0 | 13
N#CC1=C(SCC(=O)Nc2cccc3cccnc23)NC(=O)C(C#N)C12CCCCC2 (centres undefined) | 2 | 4 | 21 | 13 | -19 | -17 | -7 | 17 | 18
CCC1CCCCN1C(=O)CCS(=O)(=O)c1ccc2c(c1)CCN2C(C)=O (centres undefined) | 3 | -2 | 5 | 2.0 | 0 | -2 | -11 | 2 | 1
COC(=O)c1c(NC(=O)C(=O)NCCCN2CCOCC2)sc2c1CCC2 | -7 | -9 | 6 | 0.6 | 2 | 0 | -9 | 1 | 14
COC(=O)Nc1ccc(C)c2nsnc12 | 6 | 0 | -1 | -0.1 | 0 | -1 | -2 | -1 | -1
CC(C)CNc1ncnc2c1ncn2[C@H]1CN(Cc2ccc(Cl)cc2)C[C@@H](CO)O1 | -12 | 0 | 8 | 1.2 | 7 | -1 | 8 | 7 | -16
CCCCCCN1C[C@@H](O)[C@H](n2cc(-c3ccc(F)cc3)nn2)C[C@@H]1c1ccc(OC)cc1 | -16 | -1 | -6 | 0.0 | 8 | -1 | -14 | -1 | 28
COc1ccc(C(=O)COC(=O)Cn2nnc3ccccc32)cc1Br | -6 | -3 | -8 | 0.4 | -2 | -6 | 1 | 5 | 7
CCOc1ncccc1C(=O)Nc1ccc(C)c(S(=O)(=O)N2CCCCCC2)c1 | 8 | -3 | -2 | 0.7 | 1 | 3 | -1 | 1 | -14
